Bioassay records as filed in PubChem.
HIV fusion peptide: inhibitors of HIV fusion peptide binding, primary screen, biochemical, uHTS, fluorescence dequenching (AID 1986); cell-free peptide binding, fluorescence dequenching, 30 min; higher % means a stronger effect; inhibition, % at 20 µM; hits with a dose series show IC50 in µM; 0.3% of 290,000 active; in the data active = inhibition mostly above about 52%, no sharp cut-off; inactive = mostly below about 76%; also: some results filed as inactive read as strong as hits
LYP phosphatase: inhibitors of LYP phosphatase, biochemical, fluorescence intensity, uHTS (AID 1779) | Tyrosine-protein phosphatase non-receptor type 22 (Homo sapiens) | recombinant LYP phosphatase, fluorescence intensity; higher % means a stronger effect | one-dose inhibition, % at 11.5 µM; IC50 in µM for titrated hits | 0.054% of 290,000 active; in the data active = inhibition above about 50%;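 also: plate controls were vehicle with enzyme for no effect and no enzyme for full effect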
NTR1 agonist: agonists of NTR1, primary screen, imaging, U2OS cells, beta-arrestin-GFP, high content (AID 493036) | NTR1-U2OS beta-arrestin-GFP spot imaging, agonist mode | 0.17% of 330,000 active | Neurotensin receptor type 1 (Homo sapiens), P30989 | activation, % at 20 µM;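 active = activation at or above 40% of the spot to cytoplasm intensity ratio, with at least 20 cells analyzed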;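 also: 0% = DMSO without peptide and 100% = 100 nM NTR1 peptide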
Target sequence (P30989 whole entry, looked up): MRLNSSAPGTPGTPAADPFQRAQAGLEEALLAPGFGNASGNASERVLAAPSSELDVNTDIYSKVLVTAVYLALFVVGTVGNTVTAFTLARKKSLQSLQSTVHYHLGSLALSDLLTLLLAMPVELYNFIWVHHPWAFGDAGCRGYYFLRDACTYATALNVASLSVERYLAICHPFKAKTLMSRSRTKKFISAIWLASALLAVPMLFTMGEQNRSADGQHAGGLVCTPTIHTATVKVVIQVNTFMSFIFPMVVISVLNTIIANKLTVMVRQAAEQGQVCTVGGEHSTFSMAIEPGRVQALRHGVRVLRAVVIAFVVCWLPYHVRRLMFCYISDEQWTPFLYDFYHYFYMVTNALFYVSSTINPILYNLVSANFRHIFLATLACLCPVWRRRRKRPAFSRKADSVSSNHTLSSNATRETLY
MgcRacGAP inhibition: MgcRacGAP GTPase-activating activity inhibitors, confirmation, biochemical, ADP Hunter fluorescence | MgcRacGAP-stimulated Rac1 GTP hydrolysis, ADP Hunter fluorescence; higher % means a stronger effect; GST-tagged Rac1 F28L mutant substrate | one-dose inhibition, % at 30 µM; IC50 in µM for titrated hits | 0.6% of 340,000 active;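 active = first-screen hits whose inhibition reached a set limit at any dose in the follow-up dose series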;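 also: fluorescence reports GDP produced by GAP-driven GTP hydrolysis; strong numbers were not always called active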
GPR55 LPI antagonism: GPR55 antagonists blocking LPI-driven arrestin recruitment, primary screen, imaging, U2OS, beta-arrestin-GFP, LPI agonist (AID 2013); U2OS GPR55 beta-arrestin-GFP translocation imaging, LPI antagonism; higher % means a stronger effect; G-protein coupled receptor 55 (Homo sapiens); one-dose inhibition, % at 10 µM; IC50 in µM for titrated hits; 0.13% of 290,000 active;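 active = spots per cell inhibited over 60%, with over 100 cells counted and total cytoplasm intensity under 500,000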;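 also: U2OS cells stably carrying GPR55 and arrestin-GFP stimulated by 5 µM LPI near EC80; imaged beta-arrestin-GFP aggregate spots per cell after agonist stimulation; plate controls were LPI-stimulated DMSO wells for no effect and DMSO wells without LPI for full effect; some results filed as inactive read as strong as hits; confirmed hits need IC50 under 10 µM and bright autofluorescent wells are also inconclusive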
PhoP inhibition: inhibitors of PhoP regulon expression, primary screen, Salmonella Typhimurium, GFP reporter (AID 1863) | one-dose inhibition, % at 50 µM; IC50 in µM for titrated hits | S. Typhimurium PhoP-regulated promoter GFP reporter, 4 h; higher % means a stronger effect | 0.16% of 300,000 active;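 active = inhibition over 29.93%, a cutoff 3 SD above the screen mean, later confirmed by dose response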;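 also: 0% = low Mg2+ inducing control and 100% = high Mg2+ repressing control; strong numbers were not always called active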
GPR35 arrestin U2OS: GPR35 antagonists blocking zaprinast-driven arrestin recruitment, primary screen, imaging, U2OS, beta-arrestin-GFP, zaprinast agonist (AID 2058); 0.052% of 290,000 active; G-protein coupled receptor 35 (Homo sapiens); inhibition, % at 10 µM, or IC50 in µM where a hit was titrated; U2OS GPR35 beta-arrestin-GFP translocation imaging, zaprinast antagonism; higher % means a stronger effect;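 active = inhibition of at least 50% with at least 30 cells and total cytoplasm GFP at most 10,000,000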
SIAH1 antagonists: Siah-1 peptide-binding antagonists, primary screen, biochemical, fluorescence polarization, rhodamine-plectin, uHTS (AID 1817); E3 ubiquitin-protein ligase SIAH1 (Homo sapiens); 0.02% of 290,000 active; displacement, % at 20 µM, or IC50 in µM where a hit was titrated; Siah-1 / rhodamine-plectin peptide fluorescence polarization; higher % means a stronger effect;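 active = displacement of at least 50% at 20 µM, with a fluorescence ratio check between 0.3 and a set limit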;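 also: plate controls were Siah plus tracer with DMSO for no effect and tracer alone without Siah for full effect; strong numbers were not always called active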
Myeloid diff MLP: induction of myeloid progenitor differentiation, primary screen, cell-based, flow cytometry, MLPCN library | ER-HoxA9 myeloid progenitors, lysozyme-GFP differentiation | calls only at 10 µM | 1% of 360,000 active | AID 624256, 2012;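 active = normalized GFP-positive differentiation at or above the plate's own cutoff, the solvent-only control mean plus 3 SD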;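 also: cells exposed to compound for four days before flow analysis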
NTR1 agonist cell count 20 µM: recorded beside NTR1 agonist, whose call it bears; cell count; measured here: cell count, cytotoxicity flag
Myeloid diff MLP GFP+ MAC1+ %: further read-out of Myeloid diff MLP, marked with its call; GFP+ MAC1+ double positive, %; measured here: differentiation confirmed by MAC1 staining
Starred values were filed as active, the others as inactive; i = inactive; · = not tested or not shown.

item	molecule	HIV fusion peptide	LYP phosphatase	NTR1 agonist	NTR1 agonist cell count 20 µM	MgcRacGAP inhibition	GPR55 LPI antagonism
1	COc1ccc(NC(=O)c2cccc(N3C(=O)c4ccc(C(=O)Nc5ccc(OC)c(O)c5)cc4C3=O)c2)cc1O	-1.2%	-7%	2.8	60	5%	-11%
2	Clc1ccc(Cl)c(-c2nc(-c3ccncc3)no2)c1	0.6%	-8%	0.9	53	12%	-39%
3	Cc1cc(S(=O)(=O)Nc2ccc(C(=O)NCC(c3ccco3)N(C)C)cc2)ccc1F (configuration not stated)	·	·	0.4	55	5%	·
4	CCOC(=O)c1c(C)nc2sc3c(=O)n(-c4ccc(OC)cc4)nnc3c2c1-c1ccc(OC)cc1	7.5%	7%	3.9	51	11%	4%
5	COCC(=O)N1CCN(c2ccc([N+](=O)[O-])cc2)CC1	2.1%	-6%	-1.5	46	12%	9%
6	CCOc1cc(CNCCO)cc(Br)c1OCc1ccccc1	-0.3%	-5%	-1.1	89	-1%	10%
7	COC(=O)CN(c1cc(OC)ccc1OC)S(=O)(=O)c1ccc(OC)c(OC)c1	-2.3%	-3%	1.7	59	-3%	-12%
8	O=C(O)COc1ccc(/C=N/n2c(COc3ccccc3)nc3ccccc3c2=O)cc1	2.0%	2%	0.7	78	13%	-3%

item	PhoP inhibition	GPR35 arrestin U2OS	SIAH1 antagonists	Myeloid diff MLP	Myeloid diff MLP GFP+ MAC1+ %
1	8%	-18%	-6%	i	3.2
2	2%	6%	17%	i	0.7
3	-2%	·	·	i	0.2
4	0%	14%	2%	·	·
5	7%	24%	1%	i	2.0
6	-1%	-17%	12%	i	0.1
7	-4%	-3%	-1%	i	4.9
8	1%	11%	12%	i	0.5

(cont.)
item	molecule	HIV fusion peptide	LYP phosphatase	NTR1 agonist	NTR1 agonist cell count 20 µM	MgcRacGAP inhibition	GPR55 LPI antagonism
9	Cc1ccc(-n2nc3c(c2NC(=O)c2ccc(OC(C)C)cc2)CS(=O)C3)cc1 (configuration not stated)	6.5%	-4%	-1.0	50	4%	3%
10	CCOc1cc(C2Nc3ccccc3C(=O)N2c2ccccc2)c(Br)cc1OCC(=O)O (configuration not stated)	1.9%	-5%	-0.1	33	10%	13%
11	O=C(O)c1cc([N+](=O)[O-])c(Sc2nc3ccccc3[nH]2)c([N+](=O)[O-])c1	1.5%	-3%	1.9	74	26%	5%
12	CC1CCC(C(C)C)C(OC(=O)COC(=O)c2ccc(N)cc2)C1 (configuration not stated)	1.0%	2%	15	97	1%	14%
13	Cn1cc(-c2ccccc2C(N)=O)c(=O)c2ccccc21	-0.3%	-4%	1.1	41	4%	22%
14	Cn1c(=O)c2c(nc(SCc3ccccc3)n2Cc2ccc(Cl)cc2)n(C)c1=O	0.6%	0%	3.4	92	-2%	12%
15	Cc1ccc(CNC(=O)c2cccc(-n3cnnn3)c2)cc1	-0.6%	0%	-0.7	72	12%	9%
16	COc1ccc(/C=C/C(=O)NC(=S)Nc2ccc(N3CCN(C(C)=O)CC3)cc2)cc1	-2.6%	5%	3.1	60	0%	3%

item	PhoP inhibition	GPR35 arrestin U2OS	SIAH1 antagonists	Myeloid diff MLP	Myeloid diff MLP GFP+ MAC1+ %
9	-3%	14%	2%	i	1.3
10	-9%	-10%	14%	i	1.1
11	-6%	9%	-1%	i	1.2
12	5%	17%	5%	i	0.1
13	-3%	7%	0%	i	0.6
14	2%	-11%	4%	i	5.1
15	5%	10%	2%	i	0.8
16	2%	4%	3%	i	0.8

Further compounds:
item	molecule	HIV fusion peptide	LYP phosphatase	NTR1 agonist	NTR1 agonist cell count 20 µM	MgcRacGAP inhibition	GPR55 LPI antagonism
17	CCOC(=O)C1CCCc2c1[nH]c1ccc(Cl)cc21 (configuration not stated)	2.3%	-4%	2.5	40	·	-3%
18	COc1ccc(CN2C(=NC(=O)C3CCCCC3)SC3CS(=O)(=O)CC32)cc1 (configuration not stated)	1.3%	-13%	1.2	79	8%	2%
19	COc1ccc(Cc2nc3ccc(C(=O)N(C)Cc4nccs4)cc3o2)cc1OC	-0.7%	-5%	2.8	46	15%	-27%
20	CCN(CC)C(=O)CSc1nnc(-c2ccccc2)o1	-1.4%	-6%	-0.1	36	3%	1%
21	O=C(NCc1ccccn1)c1cc2cc(Br)ccc2oc1=O	-2.2%	-9%	0.9	77	2%	5%
22	O=C(c1cc(COc2cccc(C(F)(F)F)c2)on1)N1CCC(c2ccccc2)CC1	1.4%	-4%	2.9	57	9%	12%
23	O=C(Nc1ccccc1)c1cc2ccc3ccccc3c2s1	1.9%	1%	3.5	49	1%	-8%
24	COc1cccc(CN2CC(C(=O)N(C)C3CCOCC3)CCC2=O)c1 (configuration not stated)	-1.1%	-12%	-0.4	51	5%	-8%

item	PhoP inhibition	GPR35 arrestin U2OS	SIAH1 antagonists	Myeloid diff MLP	Myeloid diff MLP GFP+ MAC1+ %
17	-1%	-8%	4%	i	0.4
18	14%	10%	6%	i	0.0
19	8%	-7%	2%	i	1.8
20	-2%	10%	4%	i	5.6
21	5%	-10%	0%	i	0.8
22	2%	-13%	4%	i	0.0
23	-1%	28%	3%	i	0.0
24	3%	-5%	-3%	i	0.0

The list continues:
item	molecule	HIV fusion peptide	LYP phosphatase	NTR1 agonist	NTR1 agonist cell count 20 µM	MgcRacGAP inhibition	GPR55 LPI antagonism
25	Cc1ccc(C)c(C(=O)OCC(=O)N(C)c2ccccc2)c1	-1.0%	2%	1.5	52	11%	2%
26	CCOC(=O)C1(CC)NC(c2ccco2)C2C(=O)N(CC)C(=O)C21 (configuration not stated)	2.9%	1%	-0.8	78	0%	1%
27	O=c1cccc2c1c1cc[nH]c3ccc(=O)n2c31	·	·	-1.3	96	1%	·
28	CCOC(=O)N1CCN(c2nc(-c3ccco3)cc(C(F)(F)F)n2)CC1	3.2%	-3%	3.0	90	3%	16%
29	CCCC(=O)C1C(=O)CC(CC(C)SCC)CC1=O (configuration not stated)	2.9%	-4%	1.3	54	8%	8%
30	Cc1ccc(NC(=O)n2ncc3c(C)cccc32)cc1F	0.8%	-11%	0.0	86	4%	2%
31	CCN(CCn1cccn1)C(=O)CC1C(=O)NCCN1CCc1ccccc1 (configuration not stated)	-0.3%	-10%	0.1	70	4%	2%
32	C/C(=N\NC(=O)c1ccc(C)cc1C)c1ccc2c(c1)OCO2	1.0%	-2%	-1.6	37	5%	14%

item	PhoP inhibition	GPR35 arrestin U2OS	SIAH1 antagonists	Myeloid diff MLP	Myeloid diff MLP GFP+ MAC1+ %
25	-2%	-13%	-2%	i	0.3
26	-7%	-13%	0%	i	0.4
27	1%	·	·	i	1.9
28	11%	9%	3%	i	0.3
29	-2%	10%	-3%	i	5.7
30	6%	2%	4%	i	0.2
31	-3%	2%	-4%	i	1.5
32	-5%	-12%	6%	i	0.7

Random excerpt: four compounds from above
item	molecule	HIV fusion peptide	LYP phosphatase	NTR1 agonist	NTR1 agonist cell count 20 µM	MgcRacGAP inhibition	GPR55 LPI antagonism
4	CCOC(=O)c1c(C)nc2sc3c(=O)n(-c4ccc(OC)cc4)nnc3c2c1-c1ccc(OC)cc1	7.5%	7%	3.9	51	11%	4%
2	Clc1ccc(Cl)c(-c2nc(-c3ccncc3)no2)c1	0.6%	-8%	0.9	53	12%	-39%
6	CCOc1cc(CNCCO)cc(Br)c1OCc1ccccc1	-0.3%	-5%	-1.1	89	-1%	10%
28	CCOC(=O)N1CCN(c2nc(-c3ccco3)cc(C(F)(F)F)n2)CC1	3.2%	-3%	3.0	90	3%	16%

item	PhoP inhibition	GPR35 arrestin U2OS	SIAH1 antagonists	Myeloid diff MLP	Myeloid diff MLP GFP+ MAC1+ %
4	0%	14%	2%	·	·
2	2%	6%	17%	i	0.7
6	-1%	-17%	12%	i	0.1
28	11%	9%	3%	i	0.3

Remaining list, next part
item	molecule	HIV fusion peptide	LYP phosphatase	NTR1 agonist	NTR1 agonist cell count 20 µM	MgcRacGAP inhibition	GPR55 LPI antagonism
33	CCCCN(Cc1ccccc1)S(=O)(=O)c1c(N)n(C)c(=O)n(C)c1=O	-1.5%	-6%	-0.1	51	8%	6%
34	CC(C)(C)CC(=O)Nc1ccccc1N1CCN(c2ccc(F)cc2)CC1	-1.7%	-2%	5.0	69	-5%	7%
35	CN(C)N1C(N)=C(C#N)C(c2ccc3c(c2)OCO3)C2=C1CCCC2=O (configuration not stated)	-2.5%	-11%	0.2	76	8%	7%
36	COc1cc(NC(=O)c2ccc(COCC(F)(F)F)cc2)cc(OC)c1OC	-3.9%	-6%	-1.5	50	3%	23%
37	O=C(O)c1ccc(-n2[nH]c3c(c2=O)CCCC3)cc1	2.4%	-6%	-0.8	108	11%	-1%
38	Cn1c(-c2ccccc2O)cc2ccccc21	0.2%	-2%	3.4	53	8%	19%
39	COc1ccccc1Cn1c(C)nnc1-c1cnn(C)c1N	-2.4%	-5%	0.4	63	2%	11%
40	CN1C(=S)SC2CS(=O)(=O)CC21 (configuration not stated)	-0.7%	1%	1.2	55	·	5%

item	PhoP inhibition	GPR35 arrestin U2OS	SIAH1 antagonists	Myeloid diff MLP	Myeloid diff MLP GFP+ MAC1+ %
33	8%	9%	-3%	i	0.8
34	-1%	11%	-2%	i	0.0
35	7%	-4%	-2%	i	0.3
36	-4%	-4%	2%	i	2.3
37	-7%	-5%	-2%	i	0.6
38	7%	-8%	1%	i	0.4
39	2%	13%	-5%	i	0.6
40	·	-6%	0%	i	0.2

(cont.)
item	molecule	HIV fusion peptide	LYP phosphatase	NTR1 agonist	NTR1 agonist cell count 20 µM	MgcRacGAP inhibition	GPR55 LPI antagonism
41	CCc1ccc(CCC(=O)Nc2nnc(CC)s2)o1	1.9%	-2%	3.0	53	9%	0%
42	CCOCc1[nH]c(=S)[nH]c(=O)c1Cc1ccc(OCC(C)C)cc1	4.4%	-9%	1.8	39	·	-2%
43	OCCn1c(CSc2nnc(-c3ccco3)n2-c2ccccc2)nc2ccc(Cl)cc21	19%	5%	0.5	101	13%	3%
44	Cc1onc(-c2ccccc2)c1C(=O)NCCN1CCOCC1	2.6%	-5%	-0.7	29	12%	-3%

item	PhoP inhibition	GPR35 arrestin U2OS	SIAH1 antagonists	Myeloid diff MLP	Myeloid diff MLP GFP+ MAC1+ %
41	8%	0%	0%	i	0.6
42	-1%	-6%	-1%	i	0.2
43	9%	-1%	-4%	i	0.6
44	6%	-2%	1%	i	0.7

Compounds were not picked by outcome, and some 2.4% of all compounds hit somewhere here.
